# Bioassay records: PubChem, several laboratories
# GASC-1 inh: inhibitors of human GASC-1 (JMJD2C) demethylase. Q9H3R0. GST-JMJD2C(1-420) H3K9me3 demethylation, DELFIA europium. inhibition, % at 2.35 µM. hit rate 0.069% among 330,000. AID 2099;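 active = more than half of a compound's replicate wells show inhibition beyond 50%, single wells judged on their own value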;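 also: signal counts dimethyl H3K9 product captured on neutravidin plate; 0% = median of DMSO wells and 100% = 0.3 times that DMSO median; strong numbers were not always called active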
# Target sequence (Q9H3R0 1-420 limits assumed): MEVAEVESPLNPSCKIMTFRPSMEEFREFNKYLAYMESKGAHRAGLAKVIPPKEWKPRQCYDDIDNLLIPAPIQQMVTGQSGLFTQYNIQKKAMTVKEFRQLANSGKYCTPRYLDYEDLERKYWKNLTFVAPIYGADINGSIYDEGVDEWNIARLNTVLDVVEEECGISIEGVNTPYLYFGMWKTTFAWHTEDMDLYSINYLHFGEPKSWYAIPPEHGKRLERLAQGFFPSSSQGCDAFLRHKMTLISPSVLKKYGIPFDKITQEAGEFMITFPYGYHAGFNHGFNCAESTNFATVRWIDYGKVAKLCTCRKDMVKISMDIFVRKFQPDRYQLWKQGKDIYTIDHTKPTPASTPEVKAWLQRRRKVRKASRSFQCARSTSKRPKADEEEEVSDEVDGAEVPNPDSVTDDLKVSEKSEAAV
# LAP4-GFP MLPCN: modulators of TOR pathway LAP4-GFP in S. cerevisiae; AID 2023; GFP response vs DMSO, % at 10 µM; hit rate 0.34% among 320,000; S. cerevisiae LAP4-GFP multiplex, flow cytometry GFP, 3 h; median GFP as percent of DMSO wells;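 active = GFP response vs DMSO above a set limit, about the screen mean plus 3 SD, cut at about 150% in these data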
# AHR act: activators of human aryl hydrocarbon receptor; P35869; AHR-responsive luciferase reporter cells, luminescence; activation, % at 5 µM; hit rate 2.5% among 320,000; in the data active = activation above about 47%;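 also: 0% = vehicle wells and 100% = reference agonist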
# RPL19A TOR yeast: yeast TOR pathway RPL19A-GFP modulation; S. cerevisiae RPL19A-GFP strain, flow cytometry, 3 h; hits give low values; percent response vs DMSO, % at 10 µM; hit rate 0.3% among 330,000;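 active = percent response vs DMSO below 50%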;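 also: median channel GFP fluorescence of the barcoded RPL19A-GFP strain; ratio of sample median GFP to plate DMSO average so 100% = DMSO; lower means less RPL19A-GFP as with rapamycin TOR inhibition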
# MEP2-GFP yeast: modulators of TOR pathway MEP2-GFP in S. cerevisiae; S. cerevisiae MEP2-GFP strain, flow cytometry GFP, 3 h; 100% = DMSO control level; GFP response vs DMSO, % at 10 µM; hit rate 0.51% among 330,000;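 active = GFP response versus DMSO above a set limit, roughly screen mean plus 3 SD, cut at about 180% in these data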;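 also: median GFP fluorescence of the barcode-gated MEP2-GFP cells per well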
# Yeast superoxide: lowers age-related superoxide in aged yeast cells; S. cerevisiae aged cells, superoxide DHE fluorescence; hits give low values; AID 2690; superoxide response (% of plate mean), % at 10 µM; hit rate 0.18% among 330,000;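 active = superoxide response under a set limit, about three screen SD below normal, cut at about 65% in these data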;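 also: yeast aged for seven days with compound at 30 °C before DHE staining; 100% = average MFI of all compound-treated wells on the plate with controls excluded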
# proCasp7 act: activates human procaspase-7, counter-screen for procaspase-3 activators. activation, % at 8.5 µM. recombinant procaspase-7, Ac-DEVD-pNA absorbance 405 nm; D23A/D198A/D206A triple mutant, cannot self-cleave; scale: DMSO 0, 5 µM enzyme 100. hit rate 0.093% among 330,000. P55210;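 active = percent activation above the screen-wide mean plus 3 SD, cut at about 25% in these data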
# Target sequence (P55210 whole entry D23A/D198A/D206A): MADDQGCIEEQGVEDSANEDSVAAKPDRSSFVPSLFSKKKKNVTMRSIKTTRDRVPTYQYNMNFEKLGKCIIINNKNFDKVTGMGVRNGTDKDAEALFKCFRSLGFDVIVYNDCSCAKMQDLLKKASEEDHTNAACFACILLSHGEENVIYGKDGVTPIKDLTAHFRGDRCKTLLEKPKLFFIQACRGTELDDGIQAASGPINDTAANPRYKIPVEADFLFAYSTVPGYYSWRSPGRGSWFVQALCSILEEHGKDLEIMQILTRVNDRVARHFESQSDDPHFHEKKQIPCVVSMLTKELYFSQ
#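 System: Procaspase-7 triple mutant (PC-7 D3A); measure: % activation from two-timepoint absorbance difference, scaled to controls; times: 1 h compound preincubation, 2 h substrate cleavage, 25 °C; also added: Ac-DEVD-pNA substrate, 400 µM as added; measured by: Epi-absorbance of released pNA at 405 nm, two timepoints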
# proCasp3 act: activates human procaspase-3 | activation, % at 8.5 µM | recombinant procaspase-3 D3A, Ac-DEVD-pNA absorbance 405 nm | AID 463141 | hit rate 0.11% among 330,000 | P42574;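 active = activation above the mean of all tested compounds plus 3 SD, cut at about 21% in these data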;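 also: 0% = DMSO alone and 100% = DMSO wells spiked with extra 5 µM PC-3 D3A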
# Target sequence (P42574 whole entry D9A/D28A/D175A): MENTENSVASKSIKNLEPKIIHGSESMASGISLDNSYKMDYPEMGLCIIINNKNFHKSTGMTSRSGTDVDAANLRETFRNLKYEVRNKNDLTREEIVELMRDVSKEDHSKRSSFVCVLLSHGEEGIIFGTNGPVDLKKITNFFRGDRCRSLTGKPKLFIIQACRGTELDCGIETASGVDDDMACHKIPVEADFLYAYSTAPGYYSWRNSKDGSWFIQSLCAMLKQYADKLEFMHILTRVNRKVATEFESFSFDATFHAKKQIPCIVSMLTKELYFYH
#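 Assay system: Autoprocessing-dead procaspase-3 D3A mutant enzyme; also added: Ac-DEVD-pNA; doses: one concentration, 8.5 µM nominal, 0.8% DMSO; times: 1 h compound preincubation, 2 h substrate hydrolysis at 25 °C; technique: 405 nm absorbance of p-nitroaniline, reads at 0 and 120 min; measure: % activation between DMSO and enzyme-spiked controls; repeats: single replicate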
# Active calls of the source: *; . = no result given; & = joins results of further samples; [ ] = remark or other dose.
SMILES,GASC-1 inh,LAP4-GFP MLPCN,AHR act,RPL19A TOR yeast,MEP2-GFP yeast,Yeast superoxide,proCasp7 act,proCasp3 act
O=C(Cc1cccc2ccccc12)Nc1ccc2oc(-c3ccccc3)nc2c1,-3.5,94.3,-7.8,102.7,98.5,107.3,-5.7,0.8
Cc1ccc2c(c1)N(C(C)C(=O)NCc1ccc3c(c1)OCO3)C(=O)CO2 (stereo not drawn),-1.0,104.5,5.8,101.0,98.4,97.5,0.3,4.9
CCCN1CCN(CCCNC(=O)c2ccc3c(Cl)c4c(nc3c2)CCCC4)CC1,-13.0,91.1,-8.2,99.9,108.3,91.8,3.9,-6.6
CCn1ncc(NC(=S)NCCc2ccc(OC)c(OC)c2)c1C(N)=O,1.2,84.4,1.4,89.9,86.1,92.9,9.2,7.7
O=C(CC(NC(=O)OCc1ccccc1)C(=O)O)OCc1ccccc1 (stereo not drawn),-1.0,86.0,-1.3,91.6,83.5,109.1,8.4,6.1
O=C(c1ccc2c(c1)OCO2)N1CCN(c2cccc(C(F)(F)F)c2)CC1,-1.2,96.4,5.4,101.1,102.0,115.4,-1.1,-1.1
Cc1ccc(CNC(=O)CNC(=O)c2ccc(Br)o2)cc1,15.9,99.7,2.1,102.2,101.3,103.1,1.1,-4.9
C/C(=N\Nc1ccc(Cl)c(C(=O)O)c1)c1cccc([N+](=O)[O-])c1,2.5,103.6,-1.6,98.9,90.4,99.7,-0.5,4.7
COC(=O)c1ccc(CSc2ccc3nnc(-c4ccc(OC)cc4)n3n2)o1,-18.2,92.7,0.0,94.3,99.3,101.5,3.6,3.7
COC(=O)C1=C(C)Nc2[nH]c(=S)[nH]c(=O)c2C1c1ccc(O)cc1 (stereo not drawn),-6.0,103.7,6.4,97.8,100.5,99.8,-18.8,-16.1
CCOC(=O)c1sc(SCC(=O)Nc2ccc(N(C)C)cc2)nc1N,-4.6,102.4,-0.6,98.6,100.3,125.5,-15.2,-6.6
CC(C)OC(=O)C(CC(=O)O)N1CCOCC1 (stereo not drawn),-4.7,96.0,0.4,92.2,93.7,89.0,11.4,-4.4
CCCCN(CC)CCCNC(=O)Cn1nc(Cc2ccncc2)c2ccccc2c1=O,26.1,96.4,-3.6,97.6,103.8,120.6,-0.6,0.9
CCOC(=O)Cc1csc(NC(=O)Cc2ccc(Cl)cc2)n1,-33.5,.,2.6,95.4,94.4,99.5,-2.9,-4.2
CC(=O)Nc1cccc(OCCCNC(=O)c2cccc3ccccc23)c1,-6.8,116.5,22.3,99.4,103.3,106.3,-0.7,-0.2
CCOc1ccccc1OCC(=O)NN1Cc2ccccc2C1=N,16.5,104.7,6.5,100.4,112.7,99.8,4.5,-4.7
Cc1ccc(Nc2nc(N)nc(CN3CCN(c4ccccc4)CC3)n2)cc1Cl,41.9,101.8,9.0,101.1,108.0,103.8,-1.1,-1.8
COc1ccc(-c2nn(-c3ccccc3)cc2/C=C\C(=O)Nc2ccc(C(=O)O)cc2)cc1,8.3,106.4,6.3,98.3,94.9,128.3,-6.4,-4.9
NC(=O)[C@H]1CC2(CC(c3cccc(NC(=O)COc4ccc(Cl)cc4)c3)=NO2)CN1C(=O)c1ccc(Cl)cc1 (stereo partly drawn),10.1,113.1,-2.9,104.6,92.5,99.4,11.4,9.9
CN(C)CCCNS(=O)(=O)c1cc(Cl)c(Cl)cc1Cl,-1.4,99.8,-0.6,100.8,99.5,94.0,3.7,12.3
CNC(=S)NNc1nc(C)cc(C)n1,-5.5,100.1,2.7,104.1,93.8,101.2,-15.4,-20.5
CCN1CCN(C(C)CCc2ccccc2)CC1 (stereo not drawn),1.0,93.2,-1.1,109.6,106.5,94.7,10.5,13.7
CCCCN(CC)CCCNC(=O)c1ccc2c(c1)N(CC)C(=O)c1ccccc1S2(=O)=O,-26.0,93.4,1.5,94.4,95.3,99.1,14.4,7.0
CCC(=O)N(CCN1CCOCC1)Cc1cc2cc3c(cc2nc1Cl)OCO3,-8.0,87.8,5.3,100.8,127.1,74.4,5.9,2.3
CON(C)C(=O)/C=C/CCCCNC(=O)OC(C)(C)C,.,97.8,-4.7,99.6,101.5,85.2,17.7,11.3

# Compound profiles, from the list above. Order of screens: GASC-1 inh | LAP4-GFP MLPCN | AHR act | RPL19A TOR yeast | MEP2-GFP yeast | Yeast superoxide | proCasp7 act | proCasp3 act
# CCn1ncc(NC(=S)NCCc2ccc(OC)c(OC)c2)c1C(N)=O is listed with 1.2 | 84.4 | 1.4 | 89.9 | 86.1 | 92.9 | 9.2 | 7.7
# CCOc1ccccc1OCC(=O)NN1Cc2ccccc2C1=N is listed with 16.5 | 104.7 | 6.5 | 100.4 | 112.7 | 99.8 | 4.5 | -4.7

# Next entries
SMILES,GASC-1 inh,LAP4-GFP MLPCN,AHR act,RPL19A TOR yeast,MEP2-GFP yeast,Yeast superoxide,proCasp7 act,proCasp3 act
Cc1sc2nc(SCC(=O)N(CCO)CCO)nc(N)c2c1C,3.0,99.5,-1.4,96.4,97.1,110.7,1.6,-2.3
O=S(=O)(NCc1ccccc1)c1cccs1,-7.5,97.2,2.9,102.3,108.1,124.5,-8.5,7.1
O=C(NN=C1CCCCCCCCCCC1)c1ccncc1,48.1,94.0,22.6,104.3,103.3,90.2,-3.4,4.2
CC1=NN(/C(=N\c2nnc(C)s2)Nc2ccc(C)cc2)[C@H](c2ccc(C)cc2)S1,3.9,96.7,9.3,99.5,100.8,83.1,-2.6,-4.0
O=C(CN1C(=O)NC2(CCCC2)C1=O)Nc1ccccc1F,1.7,92.3,1.1,88.2,95.3,107.5,3.0,12.6
CC(/C=C/C1(O)C(C)CC(O)CC1(C)C)OC1OC(CO)C(O)C(O)C1O (stereo not drawn),-23.8,100.9,0.5,94.7,97.6,100.8,-6.8,5.2
COc1ccc(CNS(=O)(=O)NCc2ccc(OC)c(OC)c2)cc1OC,0.1,98.0,0.2,106.5,101.0,106.6,-3.7,-1.7
COc1ccc(CNC(=O)CN2C(=O)NC(C)(c3cccc(Br)c3)C2=O)cc1 (stereo not drawn),7.5,95.2,4.0,104.0,105.8,106.3,2.8,0.7
CCCNC(=O)N(CCOC)CC1CCCN(C2Cc3ccccc3C2)C1 (stereo not drawn),-15.1,105.0,3.0,107.5,110.3,113.9,6.7,1.2
O=C1NN(c2ccc(F)cc2)C(=O)/C1=C\c1cnn(-c2ccccc2)c1,-25.4,97.7,0.7,103.2,105.8,96.8,5.7,5.2
COC(CNC(=O)[C@H](Cc1ccccc1)N1Cc2ccccc2C1=O)OC,1.1,94.0,6.1,101.0,94.3,103.4,1.9,-2.3
Cc1nc(N2CCOCC2)c2c3c(sc2n1)CCC3,24.0,108.0,1.3,98.9,93.2,102.8,-0.3,8.9
Cc1ccccc1OCCC(=O)Nc1c(C)n(C)n(-c2ccccc2)c1=O,12.3,103.5,0.8,106.3,101.5,87.6,2.1,-2.6
Cc1nn(CCCC(=O)NCCc2ccccc2)c(C)c1[N+](=O)[O-],-34.7,87.7,-0.5,97.6,97.3,98.3,10.6,5.5
CCCC1=Nc2cc(C(=O)NCCCOCC)ccc2Sc2ccccc21,7.2,104.9,29.1,107.5,99.9,92.0,1.0,-3.4
O=[N+]([O-])c1ccc(N(c2ccccc2)c2ccccc2)cc1,-2.4,99.9,0.8,99.0,100.0,88.8,-26.5,-16.5
Cc1cc2c(cc1S(=O)(=O)N1CCN(c3cccc(C)c3C)CC1)OCC(=O)N2,7.0,113.0,-0.4,102.8,105.8,100.0,1.0,3.3
COc1ccc2cc3c(N)nn(C(=O)Cc4ccccc4OC)c3nc2c1,0.7,105.8,34.7,104.0,106.3,96.2,8.4,0.8
N#CCCN(C(=O)COC(=O)c1ccc2ccccc2n1)c1ccccc1,-6.0,96.7,17.6,98.4,98.9,91.9,-1.4,8.2
O=C(Cc1ccccc1)NCCc1ccc(Cl)cc1Cl,3.0,93.5,0.5,96.5,98.2,127.3,-1.6,-10.3
Cc1cccc2[nH]c(CN(C)C(=O)C3CCC(=O)N(C4CC4)C3)nc12 (stereo not drawn),-1.2,93.0,1.5,99.7,96.3,99.8,4.5,-0.6
Oc1ccc(C2C(c3ccccc3)=NN=C(c3ccccc3F)N2O)c(O)c1 (stereo not drawn),7.5,84.2[may fluoresce violet],8.2,35.9*[may fluoresce violet],211.1*[may fluoresce violet],104.1,-1.3,-1.8
Cc1ccc(C)c(-c2nnc(NC(=O)Cc3ccccc3)o2)c1,-2.1,93.4,7.7,101.5,106.5,97.0,2.0,-0.6
COCCNC(=O)C(c1ccc(C)o1)N(C(=O)c1snc(C(N)=O)c1N)c1ccc(C)c(C)c1 (stereo not drawn),53.4,100.1,2.1,100.3,100.0,74.5,3.5,0.4
COc1cccc(-n2nnc3c(=O)n(CC(=O)Nc4ccc(C)cc4)cnc32)c1,6.9,104.8,-0.3,103.8,111.0,117.7,0.9,7.6
SMILES,GASC-1 inh,LAP4-GFP MLPCN,AHR act,RPL19A TOR yeast,MEP2-GFP yeast,Yeast superoxide,proCasp7 act,proCasp3 act
COc1ccc(OC)c(NC(=O)CCNC(=O)Cn2ccc3ccccc3c2=O)c1,0.2,104.5,2.0,113.2,112.9,98.0,-1.1,-9.8
Nn1c(SCc2nc3ccccn3c2Br)nnc1-c1cccnc1,8.6,95.7,35.5,101.5,97.4,102.4,-4.0,6.5
COc1cc2c(cc1OC)-c1nnc(C)n1C1(CCCC1)C2,4.6,95.5,1.4,98.5,103.2,78.0,17.4,-3.6
COc1ccc(NC(=O)CSc2nc(C)cc(C)n2)cc1,17.6,89.4,1.7,90.9,93.2,93.8,-3.8,4.4
O=C(CCC1CCCC1)NCCS(=O)(=O)N1CCN(c2ccc(F)cc2)CC1,2.1,100.7,6.9,94.9,93.9,102.5,-1.9,2.8
COC(=O)c1cc(S(=O)(=O)NC2CCC(C)CC2)cn1C (stereo not drawn),8.6,108.8,4.5,101.2,100.3,79.2,-3.4,-5.5
COc1ccc(N2CCN(C(CNC(=O)C3CCCCC3)c3ccco3)CC2)cc1 (stereo not drawn),10.8,109.7,11.1,99.5,103.7,88.1,-5.4,6.8
CCCCOc1ccc(CC(=O)NCC(=O)O)cc1,-4.9,102.6,2.4,107.0,106.6,99.8,-2.9,-0.7
Cc1ccc(C(=O)N/C(=C\c2ccc(C)o2)C(=O)O)cc1,4.9,114.8,0.4,96.4,100.5,92.9,-4.7,-3.6
CCOC(=O)CNC(=O)Cn1c(C)cc2ccccc2c1=O,0.6,115.7,-0.8,103.3,101.8,104.5,-2.7,2.1
O=C(CCCC(=O)N(CC(=O)NC1CCCCC1)Cc1ccc2c(c1)OCO2)Nc1ccccn1,-30.2&-2.0,96.0,1.8,97.0,94.1,112.8,14.0,-2.5
Nc1ncc(-n2cncn2)c(-c2ccccc2)n1,8.8,121.2,-1.7,99.4,107.8,96.1,-3.4,3.6
CCOC(=O)C1CCCN(Cc2c(F)cccc2Cl)C1 (stereo not drawn),4.6,104.6,-0.3,102.7,100.3,84.7,-1.8,-0.4
Cc1nn(Cc2ccc(Cl)cc2)c(C)c1NC(=O)C(c1ccccc1)c1ccccc1,-9.3,90.5,0.5,94.4,96.3,89.4,-1.0,-6.5
CCOc1ccc(Cn2c(=O)oc3ccccc32)cc1,-41.6,102.2,.,100.4,113.5,96.3,.,.
CCc1ccccc1NC(=O)CNC(=O)CCNC(=O)Nc1ccccc1,-7.1,92.8,-0.1,92.3,97.8,90.1,2.5,-5.8
Cc1oc(-c2cc(F)cc(F)c2)nc1CN1CCSCC1,-3.9,93.6,2.3,95.6,91.1,96.7,18.6,-0.5
